Assay outcomes as filed in PubChem BioAssay.
H9c2 protect: cardioprotection against H2O2-induced cell death, primary screen, uHTS, H9c2 cells, ATPLite luminescence. H9c2 cardiomyocytes, H2O2 injury protection, 2 h. hit rate 0.63% among 360,000. protection from H2O2 cell death, % at 20 µM. AID 588492, 2011;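 active = compounds giving at least 50% protection of heart cells from peroxide-induced death in the single-dose screen, raw or plate-pattern-corrected value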;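 also: 0% = DMSO wells with peroxide and 100% = DMSO wells without peroxide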
ABHD5 PLIN5 PPI: ABHD5-PLIN5 interaction inhibitors, primary screen, cell lysate, split luciferase complementation, luminescence; hit rate 0.78% among 360,000; inhibition, % at 4 µM; Split G. princeps luciferase complementation, 4 h; Perilipin-5 (Homo sapiens) + 1-acylglycerol-3-phosphate O-acyltransferase ABHD5 (Homo …;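 active = inhibition above the mean inhibition across every tested compound plus 3 SD, cut at about 22% in these data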;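 also: 0% = DMSO only wells and the 100% control is not disclosed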
MC4R antag cAMP: MC4R antagonists of cAMP signaling, primary screen, cell-based, TR-FRET, antagonist arm of biased-ligand search; Melanocortin receptor 4 (Homo sapiens), P32245; MC4R-expressing cells, MTII-stimulated cAMP, LANCE TR-FRET; inhibition, % at 6.5 µM; hit rate 0.48% among 360,000; AID 540295, 2011;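 active = inhibition above its plate's cutoff, the mean of tested wells on that plate plus 3 SD, cut at about 29% in these data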;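 also: 0% = Melanotan II alone and 100% = Melanotan II plus saturating MCL0020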
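System: U2OS-MC4R stable cell line; Technique: Eu-cAMP/anti-cAMP TR-FRET, emission 671 nm; Repeats: single well per compound; Also added: Melanotan II; Dosing: one concentration, 6.5 µM nominal; Schedule: 30-min compound, 1-h challenge, 1-h detection, room temperature.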
ABCB6 inh MLPCN: ABCB6 transporter inhibitors, primary screen, K562-ABCB6 cells, flow cytometry, MLPCN library | ATP-binding cassette sub-family B member 6 (Homo sapiens), Q9NP58 | hit rate 0.19% among 360,000 | K562-ABCB6 porphyrin accumulation, 1 h; hits give low values | fluorescence ratio to DMSO, % at 10 µM;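 active = fluorescence ratio to DMSO below 75%, the collection mean minus 3 SD; inconclusive = too few cells collected in the well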;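 also: signal is porphyrin accumulated inside mitochondria; 100% equals median channel fluorescence of DMSO control wells; lower ratio means ABCB6 inhibition with less porphyrin fluorescence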
m5-HT2A agonist: mouse Htr2a agonists via beta-arrestin recruitment, primary screen, cell-based, luminescence | 5-hydroxytryptamine receptor 2A (Mus musculus), P35363 | CHO-K1 mHTR2A beta-arrestin complementation; percent of 30 µM serotonin response | activation, % at 7.6 µM | hit rate 0.66% among 360,000;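 active = activation above a run cutoff, the mean activation of all tested compounds plus 3 SD, cut at about 14% in these data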;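 also: 0% = plate median of compound wells and 100% = 30 µM serotonin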
Target sequence (P35363 whole entry, looked up): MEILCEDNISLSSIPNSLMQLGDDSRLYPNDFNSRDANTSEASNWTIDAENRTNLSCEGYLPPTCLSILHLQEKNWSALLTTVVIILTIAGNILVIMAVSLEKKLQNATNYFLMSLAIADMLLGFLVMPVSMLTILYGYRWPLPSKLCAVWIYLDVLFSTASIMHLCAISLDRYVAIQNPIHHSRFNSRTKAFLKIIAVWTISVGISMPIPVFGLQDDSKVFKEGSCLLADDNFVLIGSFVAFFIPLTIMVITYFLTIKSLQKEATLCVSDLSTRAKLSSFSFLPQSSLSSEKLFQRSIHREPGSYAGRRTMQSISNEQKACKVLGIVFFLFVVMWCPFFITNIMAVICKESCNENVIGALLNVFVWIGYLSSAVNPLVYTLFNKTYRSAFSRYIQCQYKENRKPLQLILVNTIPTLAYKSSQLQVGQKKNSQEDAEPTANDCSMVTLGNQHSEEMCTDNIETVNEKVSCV
Glyco luc inh: increase of ERlucT glycosylation luciferase signal, primary screen, N-linked glycosylation inhibitor project, D54 ERlucT cells, luminescence, set 2. D54 ERlucT glycosylation luciferase reporter, 24 h; percent of 100 nM tunicamycin response. reporter increase, % at 12.5 µM. hit rate 0.23% among 360,000. AID 588692, 2011;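 active = mean luciferase reporter signal, scaled so untreated is 0 and the glycosylation-blocking control 100, at or above a set limit in every replicate; inconclusive = mean reaches the limit but not every replicate does; inactive = mean below the limit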;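 also: luciferase carries N-glycosylation sites so blocking glycosylation raises the light; 0% = median of neutral control wells and 100% = median of 100 nM tunicamycin wells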
PDI inh: inhibitors of human PDI, primary screen, biochemical, turbidity, single point, plate reader. Protein disulfide-isomerase (Homo sapiens), P07237. PDI insulin aggregation turbidity, A650, 90 min. inhibition, % at 10 µM. hit rate 0.052% among 350,000;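 active = mean inhibition across replicates of 30% or more, whatever share of single replicates reach that level; inconclusive = mean inhibition below 30% while every single replicate reaches 30%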;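 also: absorbance from insulin aggregation driven by PDI reduction with DTT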
Target sequence (P07237 whole entry, looked up): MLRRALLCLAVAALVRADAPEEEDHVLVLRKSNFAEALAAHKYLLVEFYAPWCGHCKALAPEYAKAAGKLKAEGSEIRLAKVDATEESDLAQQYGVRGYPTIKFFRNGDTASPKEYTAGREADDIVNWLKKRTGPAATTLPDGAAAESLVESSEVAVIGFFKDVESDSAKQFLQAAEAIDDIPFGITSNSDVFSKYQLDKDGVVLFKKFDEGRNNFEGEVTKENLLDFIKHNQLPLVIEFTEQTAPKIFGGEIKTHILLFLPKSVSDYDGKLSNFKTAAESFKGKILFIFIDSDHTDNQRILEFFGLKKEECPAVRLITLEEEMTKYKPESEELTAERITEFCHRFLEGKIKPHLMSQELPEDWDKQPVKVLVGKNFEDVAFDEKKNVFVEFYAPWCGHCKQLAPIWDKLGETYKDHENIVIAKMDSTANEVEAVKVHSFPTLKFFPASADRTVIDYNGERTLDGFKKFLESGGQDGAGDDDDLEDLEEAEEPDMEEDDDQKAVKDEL
MC4R ag barr: MC4R agonists recruiting beta-arrestin, primary screen, cell-based, luminescence, agonist arm of biased-ligand search; Melanocortin receptor 4 (Homo sapiens), P32245; U2OS MC4R beta-arrestin complementation; percent of melanotan II response, DMSO zero; activation, % at 8.9 µM; hit rate 0.98% among 360,000; AID 540308, 2011;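 active = activation above a per-plate cutoff, the mean activation of sample wells on that plate plus 3 SD, cut at about 8% in these data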
CaV13 FRET inh: Primary screen for inhibitors of IQ motif and Ca2+-dependent inactivation inhibitor domain binding in CACNA1D, Förster resonance energy transfer in living cells, …; hit rate 0.098% among 340,000; inhibition, % at 12.3 µM; HEK cells, CFP/YFP FRET ICDI-IQ, plate reader, 10 min; percent FRET-ratio fall versus neutral wells;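 active = mean replicate inhibition of at least 30% and at least 1% of replicates passing that level; inconclusive = only one of the two criteria is met; inactive = neither criterion is met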;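 also: 0% = median of the neutral control wells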
Granule exo inh: LAMP-1 surface exposure blockers, TALL-104 cells – cell-based, flow cytometry, MLPCN library, primary screen; TALL-104 LAMP-1 surface exposure; cells stimulated with thapsigargin and PMA; hit rate 0.66% among 360,000; AID 651702, 2012; inhibition, % at 10 µM;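 active = inhibition above about 55%, limit read from the data; inconclusive = no clear call, values can overlap the other calls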
Starred values were filed as active, the others as inactive; i = inactive; ? = inconclusive; . = no result given.

SMILES	H9c2 protect	ABHD5 PLIN5 PPI	MC4R antag cAMP	ABCB6 inh MLPCN	m5-HT2A agonist	Glyco luc inh	PDI inh	MC4R ag barr	CaV13 FRET inh	Granule exo inh
Cn1c(N)c(C(=O)COC(=O)/C=C/c2cccc(C(F)(F)F)c2)c(=O)n(C)c1=O	-6	6	9	93	0	0	0	2.4	-6	-4
C=CC[C@@H](CC(=O)N[C@H](CO)Cc1ccccc1)C(=O)NC[C@@H](OC(=O)[C@@H](CC=C)Cc1ccc(F)cc1)c1ccccc1	3	1	12	95	5	-4	7	-0.3	-9	4
O=C(c1cc([N+](=O)[O-])ccc1Cl)N1CCN(Cc2ccccc2)CC1	3	5	7	94	-8	-3	1	-0.8	-5	6
COc1ccccc1C(=O)COC(=O)CNS(=O)(=O)c1ccc(C)cc1	-14	-4	27	94	-5	1	3	-0.4	-3	-1
CN(C)C(=O)Nc1ccccc1CC[N+](=O)[O-]	1	-10	4	87	1	2	7	1.8	-6	5
O=C(CN1CCN(Cc2cccc(Cl)c2)C1=O)NCC1CCCO1 (centres undefined)	3	4	7	105	-4	0	6	0.2	-6	2
COc1ccc(C2CC(C(F)(F)F)n3ncc(C(=O)Nc4c(C)n(C)n(-c5ccccc5)c4=O)c3N2)cc1 (centres undefined)	-4	-6	8	99	0	2	3	-0.2	-5	-4
COc1ccccc1/C=C(\C#N)C(=O)Nc1ccc(S(N)(=O)=O)cc1	2	1	5	98	4	2	-4	-1.8	-5	-3
O=C(NCCc1c[nH]c2ccccc12)c1ccc([N+](=O)[O-])cc1	-4	3	16	99	-3	-2	8	-1.7	.	0
NC(=O)NNC1=Nc2cccc3cccc1c23	10	0	9	101	0	2	2	1.3	1	1
Cc1ccc(C(=O)N2CCC3(CC2)NCCc2[nH]cnc23)cc1	-2	9	8	101	2	2	0	-1.0	-7	6
Cc1ccc(C(CNC(=O)Nc2ccccc2)N2CCN(C)CC2)cc1 (centres undefined)	7	3	3	100	-12	0	-1	-1.4	-3	-1
CN1C(=O)NC(=O)C1c1ccccc1 (centres undefined)	14	4	9	100	5	1	0	-1.0	-7	-2
COC(=O)CNC(=O)c1ccc(=O)oc1	-8	12	14	97	0	0	-3	-1.3	-5	0
O=C(NC(Cc1c[nH]c2ccccc12)C(=O)N/N=C/c1cccnc1)c1cccs1 (centres undefined)	1	-4	5	93	4	-10	?	-4.3	-4	0
COc1ccc(N(CC(=O)N/N=C/c2ccc(F)cc2)S(=O)(=O)c2ccccc2)cc1	-8	9	23	94	-9	-3	0	2.2	-18	28
CCN1/C(=C/c2cc[n+](C)cc2)C=Cc2cc(C)ccc21	-18	-2	-7	i	2	-1	4	-0.4	-4	-4
O=C(NCc1ccco1)c1cc(Cl)nc(Cl)c1	16	4	5	96	7	2	4	1.1	-5	-11
Cc1ccc(CN(CC(=O)NCCc2ccccc2)C(=O)c2csnn2)cc1	-4	3	5	98	5	-1	-1	0.6	-5	17
CCOC(=O)c1c(C)[nH]c(C(=O)COC(=O)c2cnc(C)cn2)c1C	-3	1	-1	93	4	2	2	0.1	-6	2
CCNc1ccc(P(=O)(c2ccccc2)c2ccccc2)cc1	-6	-2	-3	100	-2	-1	0	-0.9	-4	0
O=C(NC1(Cc2ccc(O)cc2)CCCCC1)c1ccccc1	-7	0	-2	99	1	-1	5	0.4	-3	3
COc1ccccc1NC(=O)C1CCCN1C(=O)NC1CCCCC1 (centres undefined)	0	7	3	105	4	1	-11	0.1	-3	6
CCO[C@@H]1OC(C(=O)NC2CC2)=C[C@H](c2ccccc2)[C@H]1CCCO	5	-5	5	99	-4	2	6	-1.3	-9	-5
CCNC(=O)C(Cc1ccccc1)NC(=O)OCc1ccccc1 (centres undefined)	-1	-2	8	98	-1	1	-3	0.1	-5	-2
COc1ccc(-c2noc(N3CCC(C(=O)Nc4cccc(OC)c4)CC3)n2)cc1	-11	0	0	99	6	0	.	3.0	0	3
CCC(=Nc1ccc(N)cc1)C1=C(O)C(C(=O)OC)C(C)(C)CC1=O (centres undefined)	-5	-36	-6	96	-2	7	-8	-0.6	-15	1
CCc1cccc(C)c1NC(=S)NCC(c1cccnc1)N1CCOCC1 (centres undefined)	4	1	9	103	0	1	5	-0.2	-6	2
CC(CCl)n1c(=O)c2ccccc2n1C(=O)c1ccccc1 (centres undefined)	.	4	.	123	2	.	.	.	-8	-4
O=C(N/C(=C/c1ccco1)C(=O)N1CCOCC1)c1cccs1	7	1	4	98	-7	0	-6	-3.1	4	-3
O=[N+]([O-])c1cccc(-c2noc(COc3ccccc3)n2)c1	2	-5	-1	99	4	1	-2	-0.9	-4	-1
O=C(Cc1ccccc1)c1c[nH]c(C(=O)NCc2ccncc2)c1	-6	-1	10	100	1	4	-2	-0.5	-6	1
O=C(CCN1CCN(CCO)CC1)Nc1ccc(F)c(F)c1	0	5	2	100	-2	1	-4	-0.3	-4	1
C/C(=N\NC(=S)NCc1ccccc1)c1ccc(Cl)s1	-6	-6	-6	105	-8	-1	-2	-1.4	-3	12
CN(CC(=O)Nc1c(Cl)cccc1Cl)C(=O)C1CC(=O)N(Cc2ccccc2)C1 (centres undefined)	3	3	-4	94	6	-2	16	-2.5	-5	1
CCN(CC)CC(C)(C)C(=O)/C=C/c1ccc(/C=C/C(=O)C(C)(C)CN(CC)CC)cc1	-19	95*	-10	99	0	-19	-7	-0.7	-7	50
Cc1c(C(=N)C(C#N)C#N)c(=N)oc2c1ccc1ccccc12	14	8	10	100	4	2	1	-3.1	-3	3
CCS(=O)(=O)N1Cc2ccccc2CC1C(=O)Nc1nnc(SCc2ccc(C#N)cc2)s1 (centres undefined)	13	-7	-4	94	-2	-1	2	-1.0	.	-2
CC(C)NC(=O)c1nc2c(nnn2Cc2cccc(Cl)c2)c(=O)[nH]1	-4	-8	1	100	-4	-1	8	-0.6	-3	-1
O=C(O)C1C2C=CC3(O2)C1C(=O)N1c2ccccc2C2OCCC2C13 (centres undefined)	3	2	2	98	0	4	-3	-0.1	-5	-6
O=C(N/N=C/c1cccs1)c1cccnc1	0	-1	-9	95	-7	1	12	-2.2	-22	-10
O=C(CSc1nc(-c2ccco2)cc(C(F)(F)F)n1)Nc1ccc(C(=O)N2CCCCC2)cc1	-12	-1	3	94	-3	-1	2	0.1	-5	-6
CC(=O)Nc1ccc(NC(=O)C2CCCN(S(=O)(=O)c3ccc(-n4cnnn4)cc3)C2)cc1 (centres undefined)	12	0	8	102	5	0	7	-0.5	-3	-9
Cc1noc(C)c1COc1ccc(C(=O)OCC(=O)NCc2ccccc2Cl)cc1	2	-3	4	102	5	5	-9	-0.6	-3	6
CCOC(=O)/C(C#N)=C/Nc1cc(F)ccc1C	-1	4	2	113	1	1	-10	0.2	-20	6
O=C(CN1C(=O)NC2(CCCC2)C1=O)N1CCN(S(=O)(=O)c2ccccc2Br)CC1	1	-4	9	96	7	-2	0	-1.9	.	-2
Cc1ccc(CNC(=S)Nc2cc(C)ccc2OC(F)F)cc1	-7	5	3	96	1	-3	3	2.7	-8	-1
COc1ccc(C(C)(O)c2nc(-c3cccc(F)c3)cs2)cc1 (centres undefined)	-14	-6	-6	99	3	18	2	-0.6	-7	-6

Molecules above that contain two or more sulfur atoms (2):
SMILES	H9c2 protect	ABHD5 PLIN5 PPI	MC4R antag cAMP	ABCB6 inh MLPCN	m5-HT2A agonist	Glyco luc inh	PDI inh	MC4R ag barr	CaV13 FRET inh	Granule exo inh
C/C(=N\NC(=S)NCc1ccccc1)c1ccc(Cl)s1	-6	-6	-6	105	-8	-1	-2	-1.4	-3	12
CCS(=O)(=O)N1Cc2ccccc2CC1C(=O)Nc1nnc(SCc2ccc(C#N)cc2)s1 (centres undefined)	13	-7	-4	94	-2	-1	2	-1.0	.	-2

Further records follow.
SMILES	H9c2 protect	ABHD5 PLIN5 PPI	MC4R antag cAMP	ABCB6 inh MLPCN	m5-HT2A agonist	Glyco luc inh	PDI inh	MC4R ag barr	CaV13 FRET inh	Granule exo inh
COc1ccccc1NC(=O)CSc1nc2ccccc2c(=O)n1CC1CCCO1 (centres undefined)	-1	-2	4	101	-2	1	-8	-2.1	-3	26
O=C(Nc1ccc2oc(-c3cccnc3)nc2c1)c1ccc(Br)o1	22	-2	-2	100	2	-2	-8	2.2	-5	0
CSc1cccc(N2C(=O)C3CCCN3C2=S)c1 (centres undefined)	-3	-1	9	103	0	0	0	-0.9	-18	-5
O=C(NCC(c1ccco1)N1CCc2ccccc21)c1cccc([N+](=O)[O-])c1 (centres undefined)	-2	3	11	104	-7	2	-6	0.0	-6	-3
Cc1ccc2cc(CN(CC(C)C)C(=O)C3CCCO3)c(=O)[nH]c2c1 (centres undefined)	-1	-3	-1	94	-1	0	-1	-1.7	-4	-1
COc1ccccc1N1CCN(C(=O)c2ccc3c(c2)CCN3S(C)(=O)=O)CC1	0	12	10	96	-2	2	-1	-1.7	-3	7
Nc1c(-c2ccccc2)nc(Cl)nc1-c1ccccc1	1	9	0	92	2	2	0	-1.8	-4	0
O=C(Cn1ccc(=O)[nH]c1=O)NCCO	-1	1	15	96	6	1	-3	2.2	-6	-2
O=C(NCCN1C(=O)S/C(=C/c2cccnc2)C1=O)c1cccs1	5	-3	1	103	1	1	-11	-1.2	-2	13
N#Cc1ccccc1OCC(=O)N1CC(=O)Nc2ccccc21	7	-4	13	95	5	16	0	1.7	-12	13
CCc1c(O)cc(=O)n(-c2ccccc2)c1-c1ccccc1	-2	0	9	101	0	1	7	-0.1	-5	0
CN(C)c1ccc(N=Cc2cccn2C)cc1	-19	2	2	103	2	-17	-3	-2.3	-18	8
Cc1ccc(-c2cc(C(F)F)n3ncc(C(=O)N4CCN(c5ccccn5)CC4)c3n2)cc1	10	-12	-21	101	7	1	0	2.7	-5	3
Cc1ccc(-c2ccc(/C=N\n3cnnc3)o2)c(Br)c1	-1	2	10	100	-4	-1	-7	-1.2	-4	2
CCn1nc(C(=O)Nc2nc(-c3ccccn3)cs2)c2ccccc2c1=O	79*	8	1	98	10	-4	4	1.8	-15	2
